# Screening data: PubChem BioAssay, National Center for Advancing Translational Sciences (NCATS)
# Luc counter = counter-screen: inhibitors of Kinase-Glo firefly luciferase. Q27757. Kinase-Glo luciferase, ATP luminescence, 8 min. Potency, µM (top dose mostly 38.3 µM), for inactives: at the highest dose activity change, negative = inhibition, actives largely listed as inhibitors. 0.28% of 200,000 active. AID 1379; further: potency means the concentration at half of the fitted maximal effect; on the % scale 0 is the no-effect control and ±100 the full control effect; nearly all actives have a fitted effect of over 60% in size
#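 Inhibition of Kinase-Glo luciferase light generation was assessed at 10 uM ATP in pH 7.2 imidazole buffer, with luminescence measured after eight minutes at ambient temperature.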
# HttQ103 aggreg = inhibitors of mutant huntingtin aggregate formation in PC12 cells | PC12 HttQ103-GFP aggregates, Acumen cytometry, 40 h | Potency, µM (titrated, usually from 46.1 µM), without a hit: top-dose activity change, negative = inhibition, hits mostly inhibitors | 1.1% of 220,000 active | AID 1688; further: potency means the concentration at half of the fitted maximal effect; on the % scale 0 is the no-effect control and ±100 the full control effect; nearly all actives have a fitted effect of over 60% in size
#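 Multiplexed with ATP-based cell death, this channel scores GFP aggregates in PC12 cells expressing inducible HTTex1-Q103-GFP. Induction used 100 nM tebufenozide; compounds were tested in concentration series.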
# NPSR antagonist = antagonists of human neuropeptide S receptor cAMP signaling | Q6W5P4 | 1% of 220,000 active | CHO-NPSR cells, cAMP TR-FRET, antagonist mode | Potency, µM (highest dose often 38.3 µM), for inactives: at the highest dose activity change, negative = inhibition, actives largely listed as inhibitors; further: potency means the concentration at half of the fitted maximal effect; on the % scale 0 is the no-effect control and ±100 the full control effect; nearly all actives have a fitted effect of over 50% in size; many of its hits are not listed in these tables
# Target sequence (Q6W5P4 whole entry, looked up): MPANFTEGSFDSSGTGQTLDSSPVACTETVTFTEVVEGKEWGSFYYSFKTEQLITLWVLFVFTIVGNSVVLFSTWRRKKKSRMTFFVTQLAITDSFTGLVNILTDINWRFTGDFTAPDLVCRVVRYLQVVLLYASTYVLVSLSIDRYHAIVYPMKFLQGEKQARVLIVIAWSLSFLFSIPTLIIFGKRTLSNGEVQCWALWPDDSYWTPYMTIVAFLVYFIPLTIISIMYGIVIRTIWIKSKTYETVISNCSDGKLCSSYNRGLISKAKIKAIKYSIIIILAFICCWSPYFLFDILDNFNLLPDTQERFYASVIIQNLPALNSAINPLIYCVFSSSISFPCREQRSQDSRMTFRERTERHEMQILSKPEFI
# Epigenetic derep = regulators of epigenetic silencing causing reporter derepression in mouse cells; Potency, µM (doses to about 53.9 µM), for inactives: at the top dose GFP activation, actives largely listed as activators; murine LDR cells, GFP reporter derepression, 30 h; 0.2% of 280,000 active; further: potency means the concentration at half of the fitted maximal effect; % of control where 0% means no effect; nearly all actives have a fitted effect of over 60% in size
#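 In this reporter-derepression format, murine cells bearing a silenced integrated CMV-GFP locus incubate with test compound (30 h, 37 C), then are washed and imaged; fluorescent objects of 20–120 um count as induced cells.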
# CBFb-RUNX1 inh = CBF-beta/RUNX1 interaction disruption; AlphaScreen CBFb-His/RUNX1-biotin binding, biochemical; Potency, µM (highest dose often 59.8 µM), inactives show top-dose activity, negative = inhibition, usual class: inhibitors; 230,000 tested, under 10 active; further: % of control where 0% means no effect
# Target sequence (Q01196 whole entry, looked up): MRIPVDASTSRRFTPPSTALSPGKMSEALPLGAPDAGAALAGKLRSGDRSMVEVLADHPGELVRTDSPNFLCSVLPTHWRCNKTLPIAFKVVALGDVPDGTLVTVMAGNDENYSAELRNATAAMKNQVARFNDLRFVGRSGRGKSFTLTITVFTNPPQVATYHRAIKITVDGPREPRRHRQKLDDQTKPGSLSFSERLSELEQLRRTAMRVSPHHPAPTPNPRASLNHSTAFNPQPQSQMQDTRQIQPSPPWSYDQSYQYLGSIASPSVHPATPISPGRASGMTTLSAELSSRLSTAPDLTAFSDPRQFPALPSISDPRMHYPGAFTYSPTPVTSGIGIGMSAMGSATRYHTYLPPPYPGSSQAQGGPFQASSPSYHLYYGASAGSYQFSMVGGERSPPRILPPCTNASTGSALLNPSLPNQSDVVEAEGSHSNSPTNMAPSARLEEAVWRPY
# Target sequence (Q13951 whole entry, looked up): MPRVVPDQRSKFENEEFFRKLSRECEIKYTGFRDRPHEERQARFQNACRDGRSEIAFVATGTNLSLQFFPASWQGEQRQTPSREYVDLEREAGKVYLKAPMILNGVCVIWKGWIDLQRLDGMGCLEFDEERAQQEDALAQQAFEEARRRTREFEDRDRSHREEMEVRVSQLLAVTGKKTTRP
#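 Proteins preincubated together for 20 min at RT before compound addition; 15 min later, nickel and streptavidin beads were added and left 90 min prior to AlphaScreen measurement.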
# LMNA splice mod = LMNA splicing modulation; HeLa LMNA splicing GFP/RFP minigene ratio, 48 h; Potency, µM (doses to about 46.1 µM), inactives show top-dose ratio change, negative = inhibition, usual class: inhibitors; 0.01% of 200,000 active; active means well fitted inhibition curve with a large enough effect in the signal ratio, with a control signal flat, not every such curve was filed as active; inconclusive means small, poorly fitted or top-dose-only effect, or effect the other way, or a change in a side signal; the % refers to the signal ratio; further: potency means the concentration at half of the fitted maximal effect; on the % scale 0 is the no-effect control and ±100 the full control effect
#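 S3 HeLa stable clones carrying a lamin A-EGFP splicing minigene plus DsRed2 were seeded at 600 cells/well in Opti-MEM with 2% FBS, pin-dosed and incubated 48 h at 37°C. Acumen cytometry (488 nm) gave the GFP/RFP total-intensity ratio.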
# IMPase Li inh = IMPase inhibition in cells with lithium potentiation | CHO-M1 cells, IP1 TR-FRET (IP-One), carbachol + lithium | Potency, µM (doses to about 59.4 µM), inactives show top-dose activity, negative = IMPase inhibition, most hits filed as inhibitors | 0.35% of 210,000 active | AID 1457;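 further: IP1 builds up when IMPase is blocked and the TR-FRET signal falls; potency means the concentration at half of the fitted maximal effect; plate controls were basal vehicle for no effect and high inhibitor control for full effect; nearly all actives have a fitted effect of over 50% in size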
#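 CHO cells stably expressing M1 receptor (2000/well, cultured 16–30 h) treated 30 min at 37C with compound plus low lithium. Cytosolic IP1 by TR-FRET (665/620 ratio and 620 channel) after 10 min lysis; AC50 by Hill fit.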
# Active calls of the source: *; ? = inconclusive; · = not tested or not shown; [ ] = remark or other dose. Unless noted, the call rests on the fitted dose curve; in most records, active means well fitted curve in the direction sought with a large enough effect; inconclusive means small, poorly fitted or top-dose-only effect, or another doubt; inactive means no such curve, though single readings can be large; an effect the other way counts as inactive or inconclusive.
canonical_smiles	CBFb-RUNX1 inh	Epigenetic derep	Luc counter	HttQ103 aggreg	NPSR antagonist	IMPase Li inh	LMNA splice mod
CCCN1CNc2c(c(=O)[nH]c(=S)n2CCc2ccc(OC)c(OC)c2)C1	-26%	-3.6%	3%	28%	0%	0%	0%[46 µM]
COC(=O)c1c(C)[nH]c(C(=O)N2CCN(c3ccc(OC)cc3)CC2)c1C	-6%	-1.6%	0%	8%	7%	-6%	0%[46 µM]
Cc1onc(-c2c(Cl)cccc2Cl)c1C(=O)NCCCN1CCOCC1	1%	-0.7%	-3%	-8%	-1%[46.1 µM]	0%[38.3 µM]	3%
CCOCCCNC(=O)N1CCOCC1	12%	-1.0%	0%	?	-11%[46.1 µM]	19%[38.3 µM]	-4%
O=C(CN(c1cccc(Cl)c1)S(=O)(=O)c1ccc(Cl)cc1)N1CCc2ccccc2C1	10%	7.9%	-2%	6%	-50%	13%	?
COCCNC(=O)C/C(C)=N/NC(=O)C(=O)NC1CCCCC1	6%	-1.0%	3%	-1%[9.22 µM]	-4%	4%	8%[46 µM]
Cn1nc2sc3ccccc3n2c(=O)c1=O	0%	-2.1%	·	21%[9.22 µM]	-15%	·	·
COc1ccccc1C(=O)N/C(=N/c1nc(C)cc(C)n1)Nc1ccccc1	-1%	0.5%	·	20%[9.22 µM]	59%	·	·
NC(=O)COc1ccc2c3c(c(=O)oc2c1)CCCCC3	5%	0.0%	-1%	18%	-17%[46.1 µM]	17%[38.3 µM]	-14%
COc1ccccc1OCCN(C#N)c1nc(N(C)C)nc(N(C)C)n1	3%	2.2%	0%	-8%	-22%	-2%	·
CN1C(=O)c2oc3ccccc3c(=O)c2C1c1ccncc1 (configuration not stated)	3%	?	-3%	4%	-7%[46.1 µM]	3%[38.3 µM]	6%
COc1ccc(NC(C)=O)cc1NC(=O)CCn1c(=O)sc2ccccc21	-4%	-1.2%	1%	-1%	3%[46.1 µM]	8%	-14%
O=c1c2ccccc2nc(COc2ccccc2)n1/N=C/c1ccc(O)c(O)c1	?	1.6%	·	-6%[9.22 µM]	-13%	·	·
Cc1nnc(SCc2cccc(Oc3ccccc3)c2)n1N	10%	-3.2%	1%	-3%	-13%[46.1 µM]	14%[38.3 µM]	-11%
CC1(C)c2ccccc2N2CC(=O)NC21/C=C/c1ccco1 (configuration not stated)	-6%	-4.1%	·	?	-13%[46.1 µM]	·	0%
O=c1[nH]c(CSc2ncn[nH]2)nc2ccccc12	5%	0.1%	·	9%[9.22 µM]	6%	·	·
O=c1c2c3c(sc2ncn1Cc1ccc(F)cc1)CCC3	-6%	2.1%	-6%	8%	-18%[46.1 µM]	41%[38.3 µM]	12%
Fc1ccc(CN(Cc2ccccc2)C(c2cccs2)c2nnnn2C2CCCCC2)cc1 (configuration not stated)	3%	-1.0%	0%	25µM*	-15%[46.1 µM]	26%[38.3 µM]	-18%
COC(=O)c1cc(NS(=O)(=O)c2ccc(NCc3cccnc3)c(N)c2)cc(C(=O)OC)c1	-2%	-1.1%	0%	3%	7%	-4%	11%
COc1ccccc1N(C(C)=O)c1nc(C)cc(C)c1C#N	-7%	1.0%	1%	11%	2%[46.1 µM]	3%	-6%
CCOC(=O)c1cnc(SCC(=O)Nc2sc(C)c(C)c2C#N)nc1N	-3%	2.0%	8%	15%	1%[46.1 µM]	-5%[38.3 µM]	6%
Cc1ccc(C)c(NC(=O)C2CC=CCC2C(=O)O)c1 (configuration not stated)	2%	-0.4%	15%	-39%	-9%[46.1 µM]	3%[38.3 µM]	-1%
CC(C)C(NC(=O)CSc1ccc(Cl)cc1)C(C)C	3%	-0.7%	0%	-12%	-21%[46.1 µM]	3%[38.3 µM]	9%
COc1ccc(C(=O)c2nccc3ccccc23)cc1	5%	0.0%	3%	1%	-3%	-5%	-6%[46 µM]
COc1ccc(O[C@H]2C=C[C@@H](c3ccccc3)O[C@@H]2COC(=O)CC/C(C)=N/O[C@H](C)c2cn([C@@H]3COC[C@H]3O)nn2)cc1	1%	1.1%	4%	12%	-23%	21%	?
COc1ccccc1-n1cc(-c2ccc(Cl)cc2)[nH]c1=O	2%	-0.1%	1%	3%	-4%	6%	-16%
N#C/C(=C(/O)COC(=O)COc1cccc(Br)c1)c1nc2ccccc2[nH]1	-3%	3.2%	·	-14%[9.22 µM]	-26%	·	·
CCOC(=O)CSc1ccc2nnc(-c3ccncc3)n2n1	-1%	-1.0%	1%	-8%	15%[46.1 µM]	4%	2%
CCOc1ccc(C(=O)N/N=C/c2cccc3cccnc23)cc1	?	1.4%	-5%	3.5µM*	-14%[46.1 µM]	-17%[38.3 µM]	?
CCOC(=O)c1csc(NNC=O)n1	-2%	-2.6%	-2%	0%	10%	1%	9%
CCc1nnc(NS(=O)(=O)c2ccc(NS(=O)(=O)c3ccccc3)cc2)s1	-5%	2.0%	6%	11%	-5%[46.1 µM]	10%[38.3 µM]	6%
CSc1cccc(NC(=O)C2CCN(C(=O)c3ccccc3C)CC2)c1	6%	2.3%	-1%	-11%	3%	3%	?
COCCn1nnnc1C(c1ccccn1)N1CCN(c2cc(Cl)ccc2C)CC1 (configuration not stated)	2%	-1.0%	4%	-5%	-16%[46.1 µM]	27%[38.3 µM]	-12%
CC1(C)Cc2c(sc3nc(NCCN4CCOCC4)n4ncnc4c23)CO1	3%	3.2%	0%	15%	-4%[46.1 µM]	-9%[38.3 µM]	-1%
COc1ccc(NC(=S)N2CCN(c3ccc([N+](=O)[O-])cc3)CC2)cc1OC	-12%	-2.3%	-2%	·	-11%	1%	·
CN1CCN(c2nc(-c3cccs3)nc3ccccc23)CC1	6%	0.0%	2%	-16%	-4%	15%	?
Cc1oc2c(c1C(=O)Nc1cccc3ccccc13)CCCC2	-9%	-2.8%	3%	-12%	?	14%[38.3 µM]	?
Cc1cc(C)nc(Nc2ccc(C(=O)O)cc2)n1	11%	0.8%	16%	2%	-5%[46.1 µM]	11%[38.3 µM]	13%
CCOc1cc2c(cc1OCC)C(C(=O)O)C(c1cc(Br)c(O)c(OC)c1)N(C)C2=O (configuration not stated)	0%	-1.9%	1%	0%	?	-12%[38.3 µM]	6%
COc1ccccc1C(=O)O/N=C(\N)c1ccccc1Cl	-5%	4.5%	1%	17%	22%	-7%	-13%
CC(=O)Cc1nsc(NC(=O)c2cccs2)n1	5%	0.0%	-25%	?	2%[46.1 µM]	-1%[38.3 µM]	4%
O=C(/C=C/c1ccc(N2CCC(c3ccccc3)=N2)cc1)c1ccccc1	?	16%	-2%	5%	-10%	-25%	·
COc1cccc(C(=O)NCCCN2CCN(CCCNC(=O)c3cccc(OC)c3)CC2)c1	5%	0.0%	-1%	15%	26%	3%	-7%
COC(=O)c1cc(NC(=O)C2C3C=CC(C3)C2C(=O)O)cc(C(=O)OC)c1 (configuration not stated)	2%	1.9%	·	3%	-4%[46.1 µM]	·	-1%
O=S(=O)(Cc1ccccc1)N1CCCCC1	-11%	2.2%	-3%	10%	6%[46.1 µM]	17%[38.3 µM]	4%
O=C(CCN1C(=O)c2ccccc2C1=O)NCCCn1ccnc1	-1%	7.2%	2%	1%	7%	-5%	?
Cc1cccc(C)c1NC(=O)C[n+]1cc(-c2ccccc2)n2c1CCC2	4%	-0.4%	·	2%[9.22 µM]	37%	·	·
CN(Cc1ccccc1)Cc1nc2c(c(=O)n(C)c(=O)n2C)n1Cc1ccc(F)cc1	3%	0.0%	-5%	?	-23%[46.1 µM]	-14%[38.3 µM]	?
O=C(NC(=S)N1CCN(C/C=C/c2ccccc2)CC1)c1ccc(F)cc1	-6%	-0.3%	·	7%[9.22 µM]	?	·	·
Cc1ccc(SCCC(=O)NCC2CCCO2)cc1 (configuration not stated)	21%	0.0%	-4%	?	-3%[46.1 µM]	8%	-13%
O=C(NCCc1nc2ccccc2[nH]1)c1cc([N+](=O)[O-])cc([N+](=O)[O-])c1	-17%	0.0%	-1%	25%	27%	-8%	10%
COc1ccc(C(=O)N2c3ccc(F)cc3CCC2C)cc1OC (configuration not stated)	4%	-1.1%	4%	4%	-14%[46.1 µM]	21%[38.3 µM]	-2%
Cc1cc(NC(=O)COC(=O)[C@@H](NS(=O)(=O)c2ccc(Br)cc2)C(C)C)no1	10%	-1.6%	·	17%[9.22 µM]	-14%	·	·
COC(=O)N/N=C/c1ccccc1Cl	2%	-1.4%	-3%	8%	7%	-15%	-1%[46 µM]
CC(=O)Nc1nnc(SCc2cc(=O)c(OC(=O)c3ccccc3)co2)s1	-2%	1.1%	0%	-5%	10%	-4%	13%[46 µM]
CCc1ccc(CN/C=C/C(=O)c2ccc(Br)cc2)cc1	5%	-1.0%	9%	?	-14%[46.1 µM]	21%[38.3 µM]	20%
Cc1nc2n(n1)C(O)c1cc([N+](=O)[O-])ccc1S2 (configuration not stated)	1%	-3.5%	0%	30%	6%	1%	7%[46 µM]
Cc1ccc(CS(=O)(=O)Cc2ccc(C(=O)NCc3cccnc3)o2)cc1	-3%	-0.9%	1%	-3%	1%[46.1 µM]	-3%[38.3 µM]	-2%[0.0737 µM]
Oc1c(C(c2ccccc2)N2CCCCC2)sc2ncnn12 (configuration not stated)	6%	2.0%	0%	-2%	-13%[46.1 µM]	2%	?
CCn1c(SCc2nc(-c3ccccc3)no2)nnc1-c1cccs1	2%	-2.9%	18%	-26%	-13%[46.1 µM]	34%[activator][38.3 µM]	-8%
CC(=O)N1CCN(CC(=O)Nc2cccc(S(=O)(=O)N3CCCCCC3)c2)CC1	19%	1.8%	2%	-1%	3%	3%	?

# Full records as entered above:
# Results for `CN(Cc1ccccc1)Cc1nc2c(c(=O)n(C)c(=O)n2C)n1Cc1ccc(F)cc1` → CBFb-RUNX1 inh = 3%; Epigenetic derep = 0.0%; Luc counter = -5%; HttQ103 aggreg = ?; NPSR antagonist = -23%[46.1 µM]; IMPase Li inh = -14%[38.3 µM]; LMNA splice mod = ?
# Results for `CCc1ccc(CN/C=C/C(=O)c2ccc(Br)cc2)cc1` → CBFb-RUNX1 inh = 5%; Epigenetic derep = -1.0%; Luc counter = 9%; HttQ103 aggreg = ?; NPSR antagonist = -14%[46.1 µM]; IMPase Li inh = 21%[38.3 µM]; LMNA splice mod = 20%

# The list is partial; the hit share may differ from the screen's.
